High-throughput results deposited in PubChem BioAssay by several laboratories.
GPR7 antagonist: human neuropeptides B/W receptor 1 antagonism | P48145 | GPR7-expressing cells, fluorescence antagonist assay | inhibition, % at 4.4 µM | actives 1.1% (n = 290,000); in the data active means inhibition above about 16%, passing the limit was not always enough;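 further: cells stimulated with the agonist NPW; 0% = agonist with vehicle and 100% = vehicle without agonist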
PHOSPHO1 block: inhibitors of human PHOSPHO1 phosphatase | AID 1565 | actives 1.1% (n = 290,000) | recombinant PHOSPHO1, absorbance phosphatase assay | Q8TCT1 | inhibition, % at 13.3 µM; in the data active means inhibition above about 60%
Target sequence (Q8TCT1 whole entry, looked up): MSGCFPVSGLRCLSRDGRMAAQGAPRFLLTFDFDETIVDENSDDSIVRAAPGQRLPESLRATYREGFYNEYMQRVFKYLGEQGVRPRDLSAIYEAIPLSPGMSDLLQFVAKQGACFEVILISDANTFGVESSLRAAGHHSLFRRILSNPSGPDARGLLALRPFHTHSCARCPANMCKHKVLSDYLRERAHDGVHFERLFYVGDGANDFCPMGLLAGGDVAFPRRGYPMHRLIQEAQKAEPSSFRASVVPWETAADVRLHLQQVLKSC
DNA FID counter: fluorescent intercalator displacement, NS3 helicase counter-screen; DNA fluorescent intercalator displacement, fluorescence; inhibition, % at 7.9 µM; actives 0.17% (n = 290,000); AID 1845; in the data active means inhibition above about 37%;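 further: 0% = vehicle and 100% = reference compound; higher means more ethidium bromide displaced from hairpin DNA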
GalR3 antag: blocks the human galanin receptor 3; AID 651719; actives 0.44% (n = 360,000); HEK293 GalR3-CNG cAMP membrane potential fluorescence; galR3 body fused to GalR1 C-terminus; inhibition, % at 3 µM; O60755;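 active means inhibition above the screen-wide average plus 3 SD, cut at about 13% in these data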;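 further: forskolin and galanin both at EC90 stimulate the cells; cAMP rise reported by CNG channel membrane potential dye signal; 0% = forskolin plus galanin with DMSO and 100% = forskolin alone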
Target sequence (O60755 1-299 limits assumed): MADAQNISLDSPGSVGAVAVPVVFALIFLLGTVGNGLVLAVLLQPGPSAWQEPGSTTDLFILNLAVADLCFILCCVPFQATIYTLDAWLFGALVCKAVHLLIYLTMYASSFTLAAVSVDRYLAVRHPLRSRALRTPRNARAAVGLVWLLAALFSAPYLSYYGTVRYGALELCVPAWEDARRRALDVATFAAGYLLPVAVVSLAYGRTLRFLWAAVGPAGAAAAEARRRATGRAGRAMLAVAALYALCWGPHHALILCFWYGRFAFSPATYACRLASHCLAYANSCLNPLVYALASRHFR
V1R ag counter: V1a receptor agonism, counter-screen for OXTR agonists; CHO-V1R cells, Fluo-8 calcium fluorescence, agonist mode; 0% DMSO, 100% 3 nM vasopressin; P37288; activation, % at 3 µM; actives 0.25% (n = 320,000); AID 2797;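 active means activation above the mean activation of all tested compounds plus 3 SD, per screening run, cut at about 20% in these data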;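 further: signal is peak over basal fluorescence ratio across a 100 second FLIPR read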
IMP-1 inhibitor: inhibitors of Pseudomonas aeruginosa IMP-1 metallo-beta-lactamase; purified IMP-1, nitrocefin hydrolysis, epi-absorbance fluorescence; inhibition, % at 5.6 µM; actives 0.45% (n = 290,000);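 active means inhibition above the mean plus 3 SD of all compounds in the same screening run, cut at about 4.5% in these data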;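 further: 0% = IMP-1 with DMSO and 100% = DMSO wells lacking enzyme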
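System – purified recombinant IMP-1 beta-lactamase · Input – IMP-1 dispensed at 0.2 nM · Timing – 15 min preincubation plus 25 min reaction at 25 °C · Signal – Epi-absorbance fluorescence, 480 nm excitation, 530 nm emission · Measure – percent IMP-1 inhibition derived from blank-referenced optical density · Controls – Enzyme-plus-DMSO low control, enzyme-free DMSO high control · Replication – singlicate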
VIM-2 inh: blocks Pseudomonas aeruginosa VIM-2 metallo-beta-lactamase. purified VIM-2, nitrocefin hydrolysis, epi-absorbance fluorescence. inhibition, % at 5.6 µM. actives 0.89% (n = 290,000). AID 1527;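 active means inhibition above the mean of all tested compounds plus 3 SD, cutoff set per screening run, cut at about 7.5% in these data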;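 further: red hydrolysis product quenches plate fluorescence so inhibitors raise well fluorescence; 0% = enzyme with DMSO and 100% = DMSO without enzyme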
OXTR ag: human OXTR agonism | P30559 | CHO-OTR cells, Fluo-8 calcium fluorescence; normalized: DMSO 0%, oxytocin 100% | activation, % at 3 µM | actives 0.32% (n = 320,000) | AID 2435;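 active means activation above the mean of all tested compounds plus 3 SD, cutoff set per screening run, cut at about 20% in these data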;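 further: peak over basal fluorescence ratio from a 100 s FLIPR kinetic read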
Target sequence (P30559 whole entry, looked up): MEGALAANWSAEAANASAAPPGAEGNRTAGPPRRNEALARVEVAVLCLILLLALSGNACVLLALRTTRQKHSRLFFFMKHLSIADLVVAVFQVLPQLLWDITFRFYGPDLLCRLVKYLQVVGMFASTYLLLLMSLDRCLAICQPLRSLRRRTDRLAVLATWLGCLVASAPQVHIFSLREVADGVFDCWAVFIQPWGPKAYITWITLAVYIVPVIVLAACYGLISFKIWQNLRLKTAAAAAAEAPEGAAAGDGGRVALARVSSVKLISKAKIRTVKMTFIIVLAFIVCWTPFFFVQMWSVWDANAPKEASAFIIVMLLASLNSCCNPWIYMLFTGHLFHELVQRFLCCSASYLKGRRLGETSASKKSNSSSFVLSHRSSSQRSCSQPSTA
NS3 helicase inh: HCV NS3 helicase inhibition | NS3 helicase DNA unwinding, Cy5 molecular beacon fluorescence | inhibition, % at 10.9 µM | actives 0.56% (n = 290,000);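 active means inhibition above the mean of all tested compounds plus 3 SD, set per campaign, cut at about 35% in these data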;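 further: 0% = DMSO wells and 100% = thioflavine S control wells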
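test system = hepatitis C virus NS3 helicase domain fragment enzyme | reagent = annealed dual-labelled DNA beacon duplex, ATP-started | times = 1 h at 25 °C | detection = Cy5 fluorescence, 0 and 60 min reads | read-out basis = percent inhibition from t60/t0 fluorescence ratio | control set = DMSO and thioflavine S | replication = one well per compound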
* = called active by the depositor; . = not tested or not shown.

SMILES	GPR7 antagonist	PHOSPHO1 block	DNA FID counter	GalR3 antag	V1R ag counter	IMP-1 inhibitor	VIM-2 inh	OXTR ag	NS3 helicase inh
Cc1c(C(=O)NC(C)C)oc2c1-c1[nH]ncc1CC2	-10.3	15.9	-4.0	-1.4	-0.1	-2.2	-1.5	-0.8	-0.6
CCOc1ccc(NC(=O)Nc2cc(C)ccc2F)cc1	0.9	0.2	-3.1	0.3	-1.3	0.8	-1.9	-1.9	-2.2
Nc1nc(NC(=O)/C=C/c2ccc(F)cc2)nn1-c1ccccc1	-6.2	1.0	-7.4	-4.9	0.1	-0.8	-3.3	-1.1	-2.6
CCOC(=O)c1sc(NC(=O)C(C)C)c(C#N)c1C	-3.4	-67.2	0.5	-3.4	0.4	-1.5	-0.5	-0.1	-20.7
CC1(C)NC(=O)N(CC(=O)O)C1=O	-10.9	13.0	0.8	-1.6	0.8	-5.0	-5.5	0.4	-1.7
O=C(N/N=C/c1cc([N+](=O)[O-])ccc1O)c1cc(-c2ccccc2)nc2ccccc12	3.5	5.8	2.9	-3.1	0.9	-3.0	-2.1	-0.6	-4.4
O=C1CC(=O)N(CCc2ccc(F)cc2)C(=O)N1	-1.3	34.3	-15.1	0.4	1.1	-0.4	1.8	-0.7	9.5
CCOc1ccc(C(=O)Nc2ccc(-c3nc4ccccc4[nH]3)cc2)cc1[N+](=O)[O-]	-2.8	-6.8	-0.1	2.1	-0.1	-3.8	-3.8	-1.4	-2.6
CCn1cnc2cc([N+](=O)[O-])ccc21	-5.4	20.5	1.9	-3.0	0.4	-3.8	-2.9	1.3	-3.0
CCc1nnc(NC(=O)CC(C)c2ccccc2)s1 (stereo unspecified)	-3.8	-7.8	-11.9	-1.4	3.6	-1.9	-1.8	-1.1	-12.9
COCCCNC(=O)CCCn1c(=O)c2ccccc2n(CC(=O)Nc2c(C)cc(C)cc2C)c1=O	-13.4	-7.4	-27.4	-10.4	-0.5	-0.7	1.8	-1.0	10.4
Cc1ccc(C(=O)OCC(=O)Nc2ccccc2Sc2ccccc2)cc1C	2.8	-3.9	-4.3	-1.7	2.0	-2.2	-2.9	1.8	4.7
Nc1nc(SCC(=O)NNc2c(Cl)cc(Cl)cc2Cl)n[nH]1	0.3	-10.5	-4.7	-0.4	0.1	-2.8	-2.6	-0.2	3.2
COc1ccc([N+](=O)[O-])cc1NC(=O)C(C)OC(=O)c1cccnc1Cl (stereo unspecified)	-6.7	-0.9	3.0	-5.9	0.9	-3.4	-1.9	-0.4	4.7
COc1ccc(OCC(=O)N2CCN(C(=O)c3ccc([N+](=O)[O-])cc3)CC2)cc1	-6.9	-4.9	-7.4	-6.5	-1.1	0.5	-2.8	0.3	-2.1
C=CC(=O)NCC1OCCc2ccccc21 (stereo unspecified)	-8.0	-1.1	1.9	2.9	0.3	-1.4	-2.2	-0.6	-17.9
CN1C(=O)/C(=C/c2ccccc2OCc2ccccc2)NC1=S	8.7	-17.4	8.6	3.0	-1.1	1.0	0.3	-3.1	-1.8
CCCCCC(=O)Nc1nc(C)c(-c2csc(Nc3ccccc3OCC)n2)s1	-12.4	79.2*	-5.2	-4.7	-0.8	-2.5	-2.1	-1.4	12.2
Cc1cccc(CC(=O)NCCn2c(C)cc3ccccc32)c1	5.4	42.6	-9.2	.	-0.8	-3.0	-2.2	-2.6	2.9
O=C(CN(Cc1ccco1)C(=O)CCC(=O)Nc1nccs1)NCc1ccccc1	-5.8	19.6	-18.0	-0.4	-0.1	-2.7	-2.4	-0.8	1.1
CCC(=O)Nc1ccc(Cl)c(NC(=O)c2c(OC)cccc2OC)c1	11.1	39.4	-19.9	-1.6	0.0	-2.9	-2.3	-1.1	9.1
CCC(Oc1ccccc1)C(=O)Nc1ccccc1N1CCCCC1 (stereo unspecified)	-47.9	.	-24.3	-5.7	1.0	-2.5	-2.5	-1.9	-6.4
CC(=O)N1CCOc2ccc(S(=O)(=O)NC(C)c3ccccc3)cc21 (stereo unspecified)	-18.1	22.4	-14.8	-2.5	3.5	-1.6	-1.5	3.4	0.6
COc1cccc(/C=N/NC(=O)CNC(=O)c2ccc3c(c2)OCCO3)c1O	-5.9	1.8	1.9	-4.8	-0.4	-2.3	-3.9	0.9	3.4
CCOc1ccc(CCNC(=O)c2cc(-c3ccccc3)c(N3CCOCC3)s2)cc1OCC	-19.4	2.1	-40.3	-0.6	-1.1	-0.4	-0.4	-2.3	-17.2
COc1cc(/C=C2\SC(=S)N(C(C(=O)O)c3ccccc3)C2=O)ccc1O (stereo unspecified)	-0.6	32.7	-14.7	-2.3	49.0*	-5.2	6.7	33.1*	43.3*
Cc1ccc(NC(=O)COC(=O)CC2CCCC2)cc1Cl	0.2	5.6	-8.4	.	-1.1	-3.0	-3.4	-1.1	-3.2
O=C(Nc1nc2n(n1)C(c1ccccc1)CC(c1ccc(Cl)cc1)N2)c1ccco1 (stereo unspecified)	1.4	12.5	-29.9	-2.2	3.1	-2.7	-4.5	1.9	-4.6
COc1ccc(C(=O)Nc2ccc(OCC(F)(F)C(F)F)c(C(F)(F)F)c2)cc1OC	7.3	5.5	-9.6	-5.2	2.2	-0.8	-3.5	0.3	-36.6
CC(=O)N(Cc1ccco1)Cc1cc2cccc(C)c2n2nnnc12	-8.6	11.7	1.1	.	-1.0	-2.8	-0.6	-1.0	6.7
CCOC(=O)C1=NN(C(=O)Cc2ccccc2)C(O)(c2ccc(Cl)cc2)C1 (stereo unspecified)	-8.5	-0.5	-28.8	-2.0	-0.3	-1.1	-3.5	-1.6	12.1
Cc1ccc(COc2ccsc2C(=O)O)cc1	-13.8	60.9*	-3.5	-2.1	.	-4.2	3.1	.	22.8
COc1cc(/C=N/NC(=O)c2cc(C)oc2C)cc(OC)c1OC	-6.8	-3.0	-17.1	-1.1	2.7	-3.7	-1.0	2.3	-6.1
CCOC(=O)c1[nH]c2ccc(OCC)cc2c1NC(=O)CN1CCC2(CC1)OCCO2	1.0	-25.3	-32.7	6.5	-0.5	-2.1	-2.3	-0.7	-7.5
COc1cc(/C=N/NC(=O)CSc2ccccn2)ccc1O	-15.6	23.9	-4.7	-6.2	0.8	-4.7	-2.7	0.7	2.9
Cc1cc(Cl)ccc1NC(=O)CSc1nnc(-c2ccncc2)n1Cc1ccco1	-0.5	12.7	-28.6	-3.1	1.1	-3.3	-1.3	-0.1	2.9
C=CCc1cccc2ccc(=O)oc12	2.7	1.8	2.3	-1.1	-0.1	-2.0	-0.8	-1.7	0.1
O=c1cc(O)c2c(=O)[nH]c(=O)n(-c3ccccc3)c2[nH]1	-16.0	20.5	-12.5	1.5	0.5	-3.8	-4.7	0.7	2.1
O=C(COC(=O)c1ccccn1)Nc1nccs1	-5.4	4.9	-0.3	-7.3	1.9	0.6	-1.9	2.1	-6.4
COc1ccc(OCC(O)COc2ccc(C(=O)O)cc2)cc1 (stereo unspecified)	-5.7	45.0	-4.0	-2.4	0.8	-2.5	-2.0	2.2	3.5
CN1CCN(NC(=O)c2ccc(Br)s2)CC1	-11.9	38.3	-4.5	-5.4	0.3	-2.0	-1.9	0.8	-5.2
Cc1cc(C)nc(/N=C(\N)Nc2cccc(OCc3ccccc3)c2)n1	96.9*	7.8	3.6	-8.4	49.7*	-2.1	-2.1	46.1*	-64.4
Cc1ccc(S(=O)(=O)NC(=O)NCc2ccccn2)cc1	-8.9	25.8	-1.8	-1.4	1.1	-2.9	-5.3	-0.1	5.5
C=C1CCC[C@]2(C)C[C@H]3OC(=O)C(CNCC(C)C)[C@H]3CC12 (stereo partly specified)	-2.7	.	-8.8	-8.5	-0.3	-3.3	-1.1	-1.0	-5.1
Cc1cc(C)n(Cc2ccc(C(=O)N/N=C/c3ccc(-c4ccc([N+](=O)[O-])cc4)o3)o2)n1	-9.3	16.2	-38.8	-2.1	2.7	-3.9	41.9*	2.3	8.6

Part of the list above, with two lines to a compound.
Under each structure – GPR7 antagonist | PHOSPHO1 block | DNA FID counter | GalR3 antag | V1R ag counter | IMP-1 inhibitor | VIM-2 inh | OXTR ag | NS3 helicase inh
Cc1cc(Cl)ccc1NC(=O)CSc1nnc(-c2ccncc2)n1Cc1ccco1
→ -0.5 | 12.7 | -28.6 | -3.1 | 1.1 | -3.3 | -1.3 | -0.1 | 2.9
C=CCc1cccc2ccc(=O)oc12
→ 2.7 | 1.8 | 2.3 | -1.1 | -0.1 | -2.0 | -0.8 | -1.7 | 0.1

(list continues)
SMILES	GPR7 antagonist	PHOSPHO1 block	DNA FID counter	GalR3 antag	V1R ag counter	IMP-1 inhibitor	VIM-2 inh	OXTR ag	NS3 helicase inh
O=C(Cn1c(NCCO)nc2ccccc21)NCCc1ccc(F)cc1	13.9	10.5	12.7	-3.5	0.3	2.5	-0.7	0.6	10.6
O=C(CSc1nnc(CNC(=O)c2cccc(C(F)(F)F)c2)o1)NCC1CCCO1 (stereo unspecified)	-11.8	51.4	-14.6	-0.1	0.1	-2.0	-2.3	-1.1	-1.1
COc1ccccc1NC(=O)c1ccc(C)c(S(=O)(=O)N2CCCCC2)c1	3.8	-11.0	-36.4	0.6	0.8	-7.1	-5.3	-1.2	13.8
FC(F)(F)c1cccnc1Oc1ccc(C2=NCCS2)cc1	-14.8	35.7	-11.1	-3.1	2.9	-2.5	-0.8	4.6	-3.6
O=C(N/N=C/c1cn[nH]c1-c1ccc(Cl)cc1)c1ccc([N+](=O)[O-])cc1	-7.3	19.0	10.6	1.6	-0.8	-3.0	-6.7	-1.3	2.3
Cc1nn(-c2ccccc2)c2nc3c(cc12)C(=O)CCC3	-0.5	-13.5	-5.6	-1.5	0.9	-2.5	0.3	-2.6	-3.4
CC(C)N(C(=S)Nc1cccc(S(=O)(=O)N(C)C)c1)c1ccccc1	0.1	7.8	-2.0	2.5	0.2	-3.0	-2.4	0.2	-3.9
COc1ccc(C2C(C#N)=C(N)N(c3ncn[nH]3)C3=C2C(=O)CCC3)cc1 (stereo unspecified)	-12.2	-20.5	-4.8	-4.6	1.1	-2.1	-2.6	0.5	4.7

Single records, as listed above. Order of values: GPR7 antagonist, PHOSPHO1 block, DNA FID counter, GalR3 antag, V1R ag counter, IMP-1 inhibitor, VIM-2 inh, OXTR ag, NS3 helicase inh
Record of COc1cc(/C=C2\SC(=S)N(C(C(=O)O)c3ccccc3)C2=O)ccc1O (stereo unspecified) : -0.6, 32.7, -14.7, -2.3, 49.0*, -5.2, 6.7, 33.1*, 43.3*
Record of O=C(N/N=C/c1cc([N+](=O)[O-])ccc1O)c1cc(-c2ccccc2)nc2ccccc12 : 3.5, 5.8, 2.9, -3.1, 0.9, -3.0, -2.1, -0.6, -4.4
Record of O=C(CN(Cc1ccco1)C(=O)CCC(=O)Nc1nccs1)NCc1ccccc1 : -5.8, 19.6, -18.0, -0.4, -0.1, -2.7, -2.4, -0.8, 1.1
Record of CCOC(=O)C1=NN(C(=O)Cc2ccccc2)C(O)(c2ccc(Cl)cc2)C1 (stereo unspecified) : -8.5, -0.5, -28.8, -2.0, -0.3, -1.1, -3.5, -1.6, 12.1
Record of O=C(Cn1c(NCCO)nc2ccccc21)NCCc1ccc(F)cc1 : 13.9, 10.5, 12.7, -3.5, 0.3, 2.5, -0.7, 0.6, 10.6
